NR2E3 agonist = NR2E3 (human) agonism; Q9Y5X4; GST-NR2E3/biotin-RetCOR TR-FRET, 1536-well; inhibition of corepressor binding, % at 4.78 µM; actives 0.12% (n = 320,000); AID 2300;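 active = percent inhibition above the cutoff of mean plus 3 SD of all tested compounds, set per screening campaign, cut at about 20% in these data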;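 note: 0% = DMSO wells and 100% = biotin wells as full block of FRET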
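Material: NR2E3–RetCOR corepressor complex | Quantity: 1.35 nM GST-tagged NR2E3 final | Schedule: 5 h at 4 °C | Replication: Singlicate compound wells | Reagent: RetCOR corepressor, biotinylated, 7 nM | Controls: Biotin wells as high control, 0.6% DMSO wells as low control | Signal: TR-FRET, Eu(K)-anti-GST donor, streptavidin-D2 acceptor, ex 340, em 617/671 nm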
Numbers without * were called inactive.

CCCc1nc(C(C)(C)O)c(C(=O)O)n1Cc1ccc(-c2ccccc2-c2nn[nH]n2)cc1 was read as NR2E3 agonist -4.
`CCn1cc(C(=O)O)c(=O)c2cnc(N3CCNCC3)nc21` gave NR2E3 agonist 2.

Some of the compounds tested, so the mix of outcomes need not match the whole.
